Screens as filed in PubChem.
APJ antagonist: blocks the human apelin receptor APJ; CHO-K1 APJ beta-arrestin complementation, luminescence; inhibition, % at 20 µM; 330,000 compounds, 0.32% hits; AID 2521;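 active means inhibition above about 40% at 20 µM, limit read from the data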;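 further: cells challenged with 10 nM apelin-13 agonist together with compound; plate controls were apelin-13 plus DMSO wells for no effect and DMSO wells lacking apelin-13 for full effect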
697 NFkB inh: lowers PMA/ionomycin-induced NF-kB signal in 697 B cells | 330,000 compounds, 0.33% hits | AID 435022 | 697 B-cell NF-kB luciferase reporter, 16 h | inhibition, % at 4 µM; in the data active means inhibition above about 35%
XBP1 UPR activ: activators of adaptive arm of unfolded protein response (XBP1) | CHO-XBP1 luciferase reporter, IRE1-XBP1 UPR activation, luminescence; percent of tunicamycin response, DMSO as zero | activation, % at 20 µM | 330,000 compounds, 0.33% hits | AID 463104;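 active means versus positive control, 20 µM dose yields 30% or more activation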;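 further: 100% = tunicamycin at 10 µg/mL and 0% = DMSO only wells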
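assay system = CHO-XBP1 luciferase reporter cells | amount = 1000 cells/well | buffer or medium = F12 plus 10% FBS | compound dosing = single point, 20 µM final compound, 1% DMSO | incubation = 16-18 h cell attachment at 37 °C, then 6 h compound exposure | detection = Steady-Glo luminescence read | controls = tunicamycin 10 µg/mL and vehicle-only wells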
APJ agonist: agonists of human APJ apelin receptor | P35414 | CHO-K1 APJ PathHunter beta-arrestin, luminescence; 0% DMSO wells, 100% apelin | activation, % at 20 µM | 330,000 compounds, 0.11% hits | AID 2520;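 active means activation more than six SD over the plate average, tested at 20 µM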;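 further: 0% = DMSO alone and 100% = apelin-13 at 10 nM; some results filed as inactive read as strong as hits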
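Test system – PathHunter CHO-K1 APJ (AGTRL-1) beta-arrestin reporter cells · Input – 1000 cells/well · Compound – single test compound dose, 20 µM final, 1% DMSO · Times – compound stimulation 90 min at 25 °C, detection 60 min · Technique – beta-gal luminescence · Read-out basis – APJ–arrestin association signal · Control set – negative DMSO alone, positive Apelin-13 at 10 nM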
Mdm2 MdmX PPI: disrupts the human Mdm2-MdmX interaction. SaOS-2 split-luciferase Mdm2/MdmX complementation, luminescence. inhibition, % at 8 µM. 330,000 compounds, 3% hits. AID 485346;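 active means inhibition of at least 50% at 8 µM in the primary screen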
Target sequence (O15151 whole entry, looked up): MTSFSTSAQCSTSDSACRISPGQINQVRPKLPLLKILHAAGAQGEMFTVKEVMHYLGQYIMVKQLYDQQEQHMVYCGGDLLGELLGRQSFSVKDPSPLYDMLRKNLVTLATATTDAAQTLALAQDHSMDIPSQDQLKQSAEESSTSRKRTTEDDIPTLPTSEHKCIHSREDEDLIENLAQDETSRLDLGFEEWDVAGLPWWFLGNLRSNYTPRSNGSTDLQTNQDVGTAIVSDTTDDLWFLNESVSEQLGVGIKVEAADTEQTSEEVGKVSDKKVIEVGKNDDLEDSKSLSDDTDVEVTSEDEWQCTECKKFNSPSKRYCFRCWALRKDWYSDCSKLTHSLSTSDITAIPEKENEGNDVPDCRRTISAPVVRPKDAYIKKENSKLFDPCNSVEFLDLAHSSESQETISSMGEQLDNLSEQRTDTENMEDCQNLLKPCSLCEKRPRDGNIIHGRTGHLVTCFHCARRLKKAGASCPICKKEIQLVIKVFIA
Target sequence (Q00987 whole entry, looked up): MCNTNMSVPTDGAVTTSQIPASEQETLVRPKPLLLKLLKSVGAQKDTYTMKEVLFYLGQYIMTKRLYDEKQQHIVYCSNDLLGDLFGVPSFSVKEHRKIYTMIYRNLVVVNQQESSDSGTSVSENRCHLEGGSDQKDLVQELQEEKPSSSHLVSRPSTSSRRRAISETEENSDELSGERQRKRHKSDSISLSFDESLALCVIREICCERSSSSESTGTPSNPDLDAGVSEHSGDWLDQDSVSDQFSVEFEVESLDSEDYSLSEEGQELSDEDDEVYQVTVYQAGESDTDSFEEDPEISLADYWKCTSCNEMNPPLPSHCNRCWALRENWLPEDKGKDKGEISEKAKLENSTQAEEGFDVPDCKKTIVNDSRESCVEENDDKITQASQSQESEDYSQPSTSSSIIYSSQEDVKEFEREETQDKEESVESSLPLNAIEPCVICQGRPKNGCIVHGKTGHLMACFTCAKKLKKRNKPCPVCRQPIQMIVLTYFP
tim23-1 inh: inhibits growth of tim23-1 mutant yeast | inhibition, % at 20 µM | 330,000 compounds, 1.3% hits | S. cerevisiae tim23-1 growth, BacTiter-Glo luminescence, 24 h;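 active means growth inhibition of the mutant yeast at or above 50%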;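 further: temperature-sensitive mutant grown at 25 °C; plate controls were DMSO-treated mutant yeast for no effect and medium wells lacking yeast for full effect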
CHOP UPR activ: apoptotic UPR (CHOP) activation. CHO-CHOP luciferase reporter, luminescence; percent of tunicamycin response over DMSO baseline. activation, % at 10 µM. 330,000 compounds, 0.34% hits. AID 449763;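 active means at 10 µM dose, activation of 40% or more, normalized to positive control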;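 further: 100% = tunicamycin at 10 µg/mL and 0% = DMSO alone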
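Test system: CHO CHOP reporter cells. Input: 500 CHO-CHOP cells per well. Medium: F12 with 10% FBS. Technique: luciferase luminescence. Measure: percent activation relative to tunicamycin control. Dosing: 10 µM compound, 0.5% DMSO. Timing: 16-18 h cell attachment, then 6 h compound exposure, 37 °C.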
Jurkat NFkB inh: inhibitors of the PMA/ionomycin-induced NF-kB reporter in Jurkat cells; inhibition, % at 4 µM; 330,000 compounds, 0.53% hits; PMA/ionomycin-induced NF-kB luciferase reporter, luminescence; in the data active means inhibition above about 50%
Active calls of the source: *; & = joins results of further samples.

SMILES	APJ antagonist	697 NFkB inh	XBP1 UPR activ	APJ agonist	Mdm2 MdmX PPI	tim23-1 inh	CHOP UPR activ	Jurkat NFkB inh
Cc1ccc(OCC(=O)NNC(=O)C2CSC3(C)CCC(=O)N23)cc1 (stereo not given)	16	20	3	-3	-15	10	-2.2	-6
CC(NC(=O)c1ccc(Cn2cc([N+](=O)[O-])cn2)o1)c1ccccc1 (stereo not given)	10	19	-1	2	-7	11	-0.2	8
CC(=O)Nc1ccc(OCCOc2ccc(/C=C3\C(=N)N4N=C(C)SC4=NC3=O)cc2)cc1	4	7	-1	-2	-22	6	1.3	10
CN(c1ccccc1)S(=O)(=O)c1ccc(Cl)c(C(=O)NCc2ccccc2CN2CCCC2)c1	-9	-46	0	-7	23	29	-0.8	-13
COc1cc2ccc(=O)oc2c(O[C@@H]2O[C@H](CO)[C@@H](O)[C@H](O)[C@H]2O)c1O	-9&9	13&9	2&-1	3&2	-7&-34	17&3	1.0&-1.5	11&10
O=C(NC1(C(F)(F)F)NC(=O)N(Cc2cccnc2)C1=O)c1cccs1 (stereo not given)	9	-5	-3	2	-15	9	-0.8	-2
CCOc1ccccc1NC(=O)C(OC(=O)c1ccc(NC(=O)CC#N)cc1)c1ccccc1 (stereo not given)	-1	9	-1	8	-1	31	-0.9	13
CCCC(=O)NC(=S)Nc1cccc(NC(=O)c2ccccc2)c1	-15	-3	3	-2	28	8	-0.4	-6
COCCNS(=O)(=O)c1cc2[nH]c3c(c2cc1C)C(=O)CC(C)(C)C3	-9	8	-3	-3	-14	11	0.7	-10
Cc1cc(-c2nc3cccnc3s2)ccc1NS(=O)(=O)c1cccs1	-30	-139	-1	13	-71	18	3.6	-108
CC(=O)c1c(COC(=O)c2cccnc2)nc2ccccc2[n+]1[O-]	-3	-12	-3	0	21	14	1.5	8
CCNC(=O)COC(=O)/C=C/c1cccc(F)c1	17	15	0	-1	7	16	-0.5	2
COc1ccc(NC(=O)CSc2nc(=O)n(CCN(C)C)c3c2CCCC3)cc1	23	12	0	4	19	-6	1.3	-1
COc1ccc(NC(=O)c2cnn3c(C(F)(F)F)cc(-c4ccco4)nc23)cc1OC	10	29	-3	-1	10	5	-0.3	6
CC(C)n1c(O)c(/C=C2\C=Nc3ccccc32)sc1=Nc1ccccc1	10	14	0	1	30	27	0.7	22
COc1cccc(N2CCN(C3CC(=O)N(c4ccc(Cl)c(Cl)c4)C3=O)CC2)c1 (stereo not given)	10	-37	-2	-3	16	4	-0.2	-3
COCCCNc1oc(/C=C/c2ccccc2)nc1C#N	1	-238	-7	0	-177	34	2.1	-126
COc1cccc(NC(=O)C(c2ccccc2)N2CCN(c3ccccn3)CC2)c1 (stereo not given)	3	6	-1	-5	-5	-4	2.5	-1
O=C(/C=C/c1ccccc1)Oc1cccc2cccnc12	6	-2	5	5	0	54*	0.8	-16
N=c1n(CCCOc2ccccc2Cl)c2ccccc2n1CC(N)=O	-4	-13	0	-3	65*	17	0.5	-6
COc1cccc(-c2nn(-c3ccccc3)cc2/C=C(/NC(=O)c2ccccc2)C(=O)O)c1	2	-11	-2	-6	11	5	-1.8	2
CCOc1ccc(NC(=O)CSc2nnc(-c3ccccn3)n2N)cc1	-2	17	-1	-1	1	19	-3.2	-8
CC(C)(C)c1cc(CN2CCCC(O)C2)c(O)c(C(C)(C)C)c1 (stereo not given)	-2	-15	0	-4	-11	38	-2.0	-5
COC(=O)CSc1nnc(-c2ccc(S(=O)(=O)N3CCCC3)cc2)n1C	-4	-4	1	1	-1	-3	0.5	-3
CCOc1cc2[nH]c(=O)n(CC3CCC(C(=O)NCCCOC)CC3)c(=O)c2cc1OCC (stereo not given)	3	-5	-2	-3	6	1	-1.1	1

An excerpt from above, showing only Jurkat NFkB inh.
Molecule,Jurkat NFkB inh
CC(=O)c1c(COC(=O)c2cccnc2)nc2ccccc2[n+]1[O-],8
CCOc1ccc(NC(=O)CSc2nnc(-c3ccccn3)n2N)cc1,-8
CN(c1ccccc1)S(=O)(=O)c1ccc(Cl)c(C(=O)NCc2ccccc2CN2CCCC2)c1,-13
COC(=O)CSc1nnc(-c2ccc(S(=O)(=O)N3CCCC3)cc2)n1C,-3
CC(C)(C)c1cc(CN2CCCC(O)C2)c(O)c(C(C)(C)C)c1 (stereo not given),-5
COc1cc2ccc(=O)oc2c(O[C@@H]2O[C@H](CO)[C@@H](O)[C@H](O)[C@H]2O)c1O,11&10

Continued:
SMILES	APJ antagonist	697 NFkB inh	XBP1 UPR activ	APJ agonist	Mdm2 MdmX PPI	tim23-1 inh	CHOP UPR activ	Jurkat NFkB inh
CC1CCCCN1CCCNC(=O)c1ccc2nc(N3CCCCC3)sc2c1 (stereo not given)	-3	-224	9	2	8	2	1.7	-109
CC(Oc1ccccc1)C(=O)N1CCc2ccccc2C1 (stereo not given)	23	6	-1	-5	24	19	2.4	-1
O=C(NCc1ccco1)c1ccccc1NS(=O)(=O)c1ccc(Br)s1	27	15	1	-3	-16	42	-1.1	12
COc1cc2c(cc1OC)C(c1cc3cc(OC)c(OC)cc3[nH]c1=O)N(C(=O)C1CC1)CC2 (stereo not given)	5	9	1	-5	-1	2	-2.4	6
CCN(CC)c1ccc(NC(=O)CCNC(=O)c2ccco2)cc1	-1	-8	0	-4	3	-7	2.2	7
CCNC(=S)NNC(=O)CSc1nc2ccccc2n1C	32	-7	0	-7	7	4	2.0	4
O=C(Oc1cccc(C(=S)N2CCOCC2)c1)c1cccc([N+](=O)[O-])c1	7	-1	-1	-4	7	17	-1.0	0
CCCCc1c(C(=O)O)cc(OC)cc1C(=O)O	-1	-20	0	7	18	14	1.1	-5
CCCn1nc(NC(=O)c2ccco2)c2cc3cc(C)ccc3nc21	-8	-23	0	5	-17	31	-0.5	-23
CC(=O)Nc1ccc(OCC(O)Cn2c(C(C)C)nc3ccccc32)cc1 (stereo not given)	1	-2	-6	-3	-24	2	0.3	11
COc1ccc(Br)cc1S(=O)(=O)Nc1ncccc1C	-10	10	6	-3	2	16	0.5	-6
COc1cccc(C(=O)NCC2CCCN(C(=O)c3ccc(C=O)cc3)C2)c1OC (stereo not given)	23	16	-2	-4	11	13	0.5	-3
COc1ccc(NC(=O)c2ccccc2SC)cc1OC	7	4	4	-6	3	9	1.7	13
CCOC(=O)C(=O)N/N=C/c1ccc(F)cc1	3	11	2	2	7	-9	3.9	-24
CCc1ccc(NC(=O)c2ccc(S(=O)(=O)NCc3cccnc3)cc2)cc1	10	-12	1	-2	13	9	2.0	-17
CCOc1ccc(C(=O)Nc2cccc3cccnc23)cc1	-2	2	2	-3	3	8	-1.0	0
CCSc1nnc(NC(=O)CSc2nc3c(c(=O)n2CC)SC(C)C3)s1 (stereo not given)	-8	-39	-4	1	4	0	-0.3	-6
COCCn1c(-c2cccc([N+](=O)[O-])c2)nc2c1c(=O)[nH]c(=O)n2Cc1ccccc1	-4	-19	1	-4	4	-3	0.6	-13
COc1ccccc1CN1CC(C(=O)N(C)Cc2nc(C)cs2)CCC1=O (stereo not given)	-7	-2	-7	0	-16	13	3.1	-11
CCOc1ccccc1N1CCN(C(=O)c2cc(-c3cccnc3)nc3c(Cl)cccc23)CC1	-12	-31	-3	10	88*	34	7.2	68*
COc1ccccc1C(=O)NC(=O)Nc1nc(-c2ccccc2)cc(C(F)(F)F)n1	0	2	1	-2	-9	-15	-0.4	-10
Cc1c(C(=O)N(C)Cc2ccccc2)oc2ccc(S(=O)(=O)N3CCCC3)cc12	5	-4	-1	1	12	30	2.0	8
CC(C)[C@H](NC(=O)c1ccccc1F)C(=O)Nc1ccc2c(c1)OCO2	-10	0	-1	-2	0	10	-1.5	-11
CCOc1ccc(NC(=O)CCC(=O)NNC(=O)c2ccco2)cc1	4	1	-1	-4	6	6	-0.8	6
CN1CCCCCC1=Nc1ccc([N+](=O)[O-])cc1	-2	17	4	0	30	10	0.3	6
SMILES	APJ antagonist	697 NFkB inh	XBP1 UPR activ	APJ agonist	Mdm2 MdmX PPI	tim23-1 inh	CHOP UPR activ	Jurkat NFkB inh
CCOC(=O)[C@H]1CCC[C@@H](NS(=O)(=O)c2ccc(NC(C)=O)cc2)C1	7	3	-2	-8	22	-5	2.4	1
O=C(Nc1nncs1)c1cccc(S(=O)(=O)N2CCCC2)c1	5	-1	-1	0	-24	0	-0.3	0
COc1nc(-c2ccccc2)ccc1-c1noc(-c2cccs2)n1	-11	-94	7	1	-78	-10	3.8	-68
CCOCCCNC(=O)c1cc2c(s1)-c1ccccc1SC2	3	10	-1	0	30	6	2.8	-11
O=C(Nc1ccc(O)c(-c2nc3ccccc3s2)c1)c1cc(=O)c2ccccc2o1	26	9	42*	-3	0	-21	0.7	18
COc1nc(OC)nc(Oc2ccc(Cl)cc2[N+](=O)[O-])n1	-15	-2	-2	1	-3	32	-1.9	-6
CCC(=O)Nc1cc(C(F)(F)F)ccc1N1CCCC1	0	5	0	-4	-14	-2	-0.2	11
COCCNC(=O)Cn1nc(C)c2ccccc2c1=O	3	3	-2	-2	6	9	-2.9	-11
Cc1cc(C)c(S(=O)(=O)Nc2ccc3[nH]c(=O)[nH]c3c2)c(C)c1	-8	12	-4	2	14	10	1.0	6
CN(C(=S)NC1=CCS(=O)(=O)C1)C1CCCCC1	-8	0	0	-2	3	8	-1.7	-4
C[C@H](CO)N1C[C@H](C)[C@@H](CN(C)S(=O)(=O)c2ccccc2)Oc2ccc(NC(=O)Cc3ccccc3)cc2C1=O	5	1	-2	1	20	-4	2.5	-10
CC(Sc1nc(N)cc(N)n1)C(=O)Nc1ccc(N2CCOCC2)cc1 (stereo not given)	4	2	2	-3	14	-5	1.6	-3
COc1ccc(/C=C/c2c(-c3ccc(OC)cc3)sc3cc(OC)c(OC)cc23)cc1	-3	2	-3	-6	17	12	1.6	-3
CC(C)C(=O)N1CCN(c2ccc(NC(=O)c3ccc([N+](=O)[O-])o3)cc2)CC1	-63	-6	-2	1	72*	41	108*	15
O=C(c1ccccc1)C1C(=O)c2ccccc2C1=O	19	11	4	2	-7	-9	-1.2	-13
C/C=C/c1ccc(Oc2nnnn2-c2ccc(C(N)=O)cc2)c(OC)c1	-3	13	0	-1	17	17	-2.7	1
COc1ccc(C(=O)COC(=O)C(O)c2ccccc2)c(OC)c1 (stereo not given)	-11	-8	0	-1	10	12	5.8	0
CC1(C)CC(=O)C(C=Nc2ccccc2C(=O)O)=C(O)C1	-3	8	-3	-1	-5	8	-2.0	-18
CCOc1ccc(NC(=O)c2nn(-c3ccc(OC)cc3OC)c(=O)c3ccccc23)cc1	13	0	2	-3	26	3	1.4	7
Cc1cccc(N/C=C/c2onc(C)c2[N+](=O)[O-])c1	22	-108	4	-5	-74	1	3.0	-92
COc1ccc(-c2nc(=S)n3ccsc3n2)cc1OC	-2	10	4	-5	-24	14	-0.2	-1

Complete entries from above. Values in the order: APJ antagonist, 697 NFkB inh, XBP1 UPR activ, APJ agonist, Mdm2 MdmX PPI, tim23-1 inh, CHOP UPR activ, Jurkat NFkB inh
O=C(Nc1nncs1)c1cccc(S(=O)(=O)N2CCCC2)c1 is listed as 5, -1, -1, 0, -24, 0, -0.3, 0
Cc1cccc(N/C=C/c2onc(C)c2[N+](=O)[O-])c1 is listed as 22, -108, 4, -5, -74, 1, 3.0, -92
C/C=C/c1ccc(Oc2nnnn2-c2ccc(C(N)=O)cc2)c(OC)c1 is listed as -3, 13, 0, -1, 17, 17, -2.7, 1
